Compound activity deposited in PubChem by National Center for Advancing Translational Sciences (NCATS).
DT40 TDP1 no CPT: qHTS for Inhibitors of human tyrosyl-DNA phosphodiesterase 1 (TDP1): qHTS in cells in absence of CPT. DT40 Tdp1-/- hTDP1 cells, no CPT, ATP luminescence, 48 h. Potency, µM (series often up to 46.2 µM), for the others: at the highest dose activity change, negative = growth inhibition, hits mostly inhibitors. actives 15% (n = 420,000). AID 686978, 2013; further: nearly all actives have a fitted effect of over 55% in size
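Cells were dispensed at 400 per well, compounds added by pin tool, plates incubated ≥48 hr at 37 °C, then CellTiter-Glo added for 30 min at room temperature before luminescence reading. Line: DT40 Tdp1-/- complemented with hTDP1; camptothecin omitted.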
DT40 TDP1 CPT: growth inhibition of DT40 Tdp1-/-;hTDP1 cells with camptothecin (screen for TDP1 inhibitors); chicken DT40 Tdp1-/-;hTDP1 cells + 20 nM CPT, ATP luminescence, 48 h; AID 686979; actives 12% (n = 420,000); Potency, µM (top dose mostly 46.2 µM), without a hit: at the top dose activity change, negative = growth inhibition, usual class: inhibitors; further: nearly all actives have a fitted effect of over 55% in size
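Cell growth measured by CellTiter-Glo luminescence after a minimum 48 h, 37 C compound exposure with 20 nM CPT in Tdp1-knockout DT40 cells stably expressing hTDP1, seeded 400/well; qHTS titration format.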
TDP1 block: blocks human tyrosyl-DNA phosphodiesterase 1; Q9NUW8; Potency, µM (doses to about 130 µM), for the others: at the highest dose activity change, negative = inhibition, most hits filed as inhibitors; recombinant TDP1, AlphaScreen DNA substrate cleavage; actives 0.28% (n = 350,000); AID 485290; further: nearly all actives have a fitted effect of over 40% in size
Target sequence (Q9NUW8 whole entry, looked up): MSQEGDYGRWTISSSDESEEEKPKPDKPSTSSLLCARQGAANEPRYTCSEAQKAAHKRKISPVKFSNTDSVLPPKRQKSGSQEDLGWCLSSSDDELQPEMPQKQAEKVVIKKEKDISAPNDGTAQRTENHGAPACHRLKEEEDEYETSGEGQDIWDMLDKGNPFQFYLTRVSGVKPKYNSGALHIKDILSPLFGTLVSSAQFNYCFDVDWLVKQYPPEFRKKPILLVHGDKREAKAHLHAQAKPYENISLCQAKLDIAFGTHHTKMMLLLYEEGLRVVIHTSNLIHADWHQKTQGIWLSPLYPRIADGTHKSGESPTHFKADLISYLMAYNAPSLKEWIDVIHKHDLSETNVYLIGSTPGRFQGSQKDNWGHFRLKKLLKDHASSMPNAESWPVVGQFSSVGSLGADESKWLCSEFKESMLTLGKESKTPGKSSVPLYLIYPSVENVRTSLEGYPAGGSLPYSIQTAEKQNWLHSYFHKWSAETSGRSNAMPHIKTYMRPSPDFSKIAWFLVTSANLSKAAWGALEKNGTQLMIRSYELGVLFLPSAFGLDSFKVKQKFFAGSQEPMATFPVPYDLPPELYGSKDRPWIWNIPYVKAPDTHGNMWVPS
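Tdp1 1 nM final; 15 min RT w/ cpd; substrate 15 nM, 5 min; beads 10 ug/ml, 10 min; AlphaScreen read. Neg ctrl: no enzyme.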
* = called active by the depositor; u = inconclusive; x = no result given; [ ] = dose if it differs, or a comment. The call rests on the fitted dose curve; in most records, active means well fitted curve in the direction sought with a large enough effect; inconclusive means small, poorly fitted or top-dose-only effect, or another doubt; inactive means no such curve, though single readings can be large; an effect the other way counts as inactive or inconclusive. On the % scale 0 is the no-effect control and ±100 the full control effect; potency means the concentration at half of the fitted maximal effect. No enrichment for hits. About 18% of those tested had a hit in this group.

SMILES	DT40 TDP1 no CPT	DT40 TDP1 CPT	TDP1 block
CCOC(=O)c1cnc(SC)nc1NCCOC	0%	13%	0%
O=C(CCn1c(=S)oc2ccccc21)NCCC1=CCCCC1	-1%	-16%	x
Cc1ccc(NC2SC(=O)N(Cc3cccc(C(=O)O)c3)C2=O)cc1 (stereo not given)	2%	-11%	-3%
Cc1ccc(-c2nnn3c2nc(Cl)c2ccccc23)cc1	4.6µM*	2.9µM*	5%
CCOc1cc(C(=O)Nc2ncccn2)cc(OCC)c1OCC	0%	5%	0%
CCOc1cc(OCC)nc(S(C)(=O)=O)n1	15µM*	21µM*	-1%
CC1CN(Cc2nc3c(c(=O)n(C)c(=O)n3C)n2Cc2cccc(Cl)c2)CC(C)O1 (stereo not given)	-13%	-17%	3%
COc1ccc(-n2nc(C(=O)NCC(=O)NCc3ccco3)c3ccccc3c2=O)cc1Cl	-12%	-7%	7%
O=C(CSc1nnc(-c2ccc(OC(F)F)cc2)o1)NCc1cccs1	u	-21%	-4%
CCCC1C2C(=O)N(c3ccccc3)C(=O)C2ON1c1ccccc1 (stereo not given)	-9%	8%	-2%
COC(=O)c1ccc(NC(=O)CSc2nnc(COc3ccc4c(c3)CCCC4)o2)cc1	2%	-6%	7%
COc1ccc(S(=O)(=O)N2CCOC23CCN(S(=O)(=O)c2ccc(Cl)cc2)CC3)cc1	u	u	x
Cc1n[nH]c2ccc([N+](=O)[O-])cc2c1=O	-30%	-18%	x
CCOC(=O)Nc1ccc2c(CN3C(=O)NC(CC)(CC)C3=O)cc(=O)oc2c1	u	u	-5%
COc1cccc(NC(=O)Cn2c(=O)n(CCCCC(=O)NCc3ccccc3Cl)c(=O)c3ccccc32)c1	18µM*	u	5%
Cc1cc(NC(=O)c2c([N+](=O)[O-])cnn2C)no1	1%	0%	-2%
CCCNc1c(NS(=O)(=O)c2ccc(C)c(C)c2)c(=O)oc2ccccc12	-19%	u	-1%
COc1ccc(OCCOCCOc2ccc(C)cc2[N+](=O)[O-])cc1	-29%	-5%	2%
O=C(Oc1cccc(N2C(=O)C3C4c5ccccc5C(c5ccccc54)C3C2=O)c1)c1ccco1 (stereo not given)	29µM*	u	4%
Cc1ccc(NC(=S)N2CCCC(CO)C2)c(C)c1 (stereo not given)	-16%	-2%	x
CN(CC(=O)NNC(=O)CNC(=O)c1ccccc1Cl)S(=O)(=O)c1ccc(Cl)cc1	-15%	-22%	-3%
Cc1ccc(S(=O)(=O)N2CCN(S(=O)(=O)c3ccccc3Br)CC2)cc1	-27%	u	0%[56.1 µM]
Cc1ccc(S(=O)(=O)C(NC(=O)c2ccccc2)=C(Cl)Cl)cc1	13µM*	23µM*	x
O=C(Nc1ccccn1)C12CC3CC(CC(C3)C1)C2	5%	-14%	3%

Grouped by structure: the compounds so far containing a nitro group on carbon
SMILES	DT40 TDP1 no CPT	DT40 TDP1 CPT	TDP1 block
Cc1n[nH]c2ccc([N+](=O)[O-])cc2c1=O	-30%	-18%	x
Cc1cc(NC(=O)c2c([N+](=O)[O-])cnn2C)no1	1%	0%	-2%
COc1ccc(OCCOCCOc2ccc(C)cc2[N+](=O)[O-])cc1	-29%	-5%	2%

The listing continues:
SMILES	DT40 TDP1 no CPT	DT40 TDP1 CPT	TDP1 block
CS(=O)(=O)N(CC(=O)Nc1ccccc1C(=O)N1CCOCC1)c1ccc(F)c(Cl)c1	-2%	-7%	5%
CCc1ccc(NC(=O)CSc2nc3[nH]ncc3c(=O)[nH]2)cc1	-19%	5%	-8%
Clc1ccc(CCNc2ncnc3c2c(-c2ccccc2)cn3-c2ccccc2)cc1	u	u	-3%
Cc1cc2nc3n(c2cc1C)CC1CC(C(=O)NCc2cccc(Br)c2)N(C)C31 (stereo not given)	-27%	-21%	-3%
CCSc1nnc(NC(=O)C2CCCN(S(=O)(=O)c3cnc[nH]3)C2)s1 (stereo not given)	1%	-29%	2%
CCNC(=S)NNC(=S)NCc1ccccc1	u	u	-1%
O=C(CCCN1C(=O)c2ccccc2C1=O)Nc1c2c(nc3c1CCC3)CCC2	4%	-14%	5%
OC1CCN(C(c2ccc3ncccc3c2)c2nnnn2C2CCCCC2)CC1 (stereo not given)	-13%	0%	-1%
C=Cn1cc[n+](CC(=O)c2ccc(C)cc2)c1	-24%	17%	5%
Nc1ccc(S(N)(=O)=O)cc1N	-10%	-2%	6%
Cc1ccccc1OCCN1C(=O)NC2(CCCc3ccccc32)C1=O (stereo not given)	-3%	11%	7%
OC(c1ccc(F)cc1)c1nc(-c2ccoc2)cs1 (stereo not given)	-12%	-27%	x

Compounds above with two or more sulfur atoms, in the order listed:
SMILES	DT40 TDP1 no CPT	DT40 TDP1 CPT	TDP1 block
O=C(CSc1nnc(-c2ccc(OC(F)F)cc2)o1)NCc1cccs1	u	-21%	-4%
COc1ccc(S(=O)(=O)N2CCOC23CCN(S(=O)(=O)c2ccc(Cl)cc2)CC3)cc1	u	u	x
Cc1ccc(S(=O)(=O)N2CCN(S(=O)(=O)c3ccccc3Br)CC2)cc1	-27%	u	0%[56.1 µM]
CCSc1nnc(NC(=O)C2CCCN(S(=O)(=O)c3cnc[nH]3)C2)s1 (stereo not given)	1%	-29%	2%
CCNC(=S)NNC(=S)NCc1ccccc1	u	u	-1%

New compounds follow.
SMILES	DT40 TDP1 no CPT	DT40 TDP1 CPT	TDP1 block
CCCc1ccc(OCc2ccc(C(=O)Nc3cccc(C)n3)o2)c(OC)c1	u	u	-5%
O=C(Cn1cc(SCc2cccc(F)c2)c2ccccc21)N1CCOCC1	u	u	0%
N#Cc1ccccc1OCC(=O)NC(=O)NCc1ccco1	-5%	2%	x
Cc1ccc(NS(=O)(=O)c2ccc(F)cc2)nc1	-4%	-7%	4%
Cc1ccc(COc2ccc(CNCCCN3CCCCCC3=O)cc2)cc1	18µM*	u	x
O=C(/C=C/c1cccc([N+](=O)[O-])c1)NCCSCc1cccc(Cl)c1	u	u	8%
O=S(=O)(Nc1ccccc1N1CCCCC1)c1ccccc1	u	u	-6%
CCN1CCN(C(=O)Cn2ncc3ccsc3c2=O)CC1	6%	-1%	0%
CCn1c(N2CCN(C(=O)/C=C/c3ccccc3)CC2)nc2ccccc21	u	-20%	4%
O=[N+]([O-])c1cc(/C=N/O)ccc1SCc1ccccc1	-10%	-5%	3%
CC1CCN(S(=O)(=O)c2ccc(NC(=O)[C@@H]3CCCC[C@@H]3C(=O)O)cc2)CC1	-1%	5%	x
COc1ccccc1NC(=S)NCCc1ccccc1	21µM*	-4%	5%
NNC(=S)Nc1cccc(-c2n[nH]c(=S)o2)c1	-3%	-8%	-8%
COc1ccc2c(c1)c(C(=O)N/N=C/c1ccc(Br)cc1)c(C)n2C	10µM*	10µM*	x
CCOC(=O)c1ccc(NC(=O)Nc2c(C)nn(C)c2C)cc1	-2%	-15%	1%
Cc1cc(C)n(CC2CC(=O)N(c3ccccc3)C2=O)n1 (stereo not given)	-1%	-3%	3%
CCc1ccc(NC(=O)COc2ccc3c(c2)OCO3)cc1	5%	8%	4%
COc1cccc(CC(=O)NCC2Cc3cc(Cl)cc(-c4ncccn4)c3O2)c1 (stereo not given)	-28%	u	x
O=C(O)/C=C\c1cccc(-n2nnnc2SCc2ccccc2F)c1	24%	2%	x
COc1ccccc1S(=O)(=O)Cc1ccc(C(=O)N2CCN(c3cc(Cl)ccc3C)CC2)o1	8.2µM*	u	3%
COc1c(C)cccc1C(=O)Nc1cc(-c2nn3c(C)nnc3s2)ccc1C	u	u	x
COc1ccc([C@H]2[C@H](C(C)=O)N3N=Cc4ccccc4C3C23C(=O)OC(C)(C)OC3=O)cc1 (stereo not given in full)	u	u	8%
CCc1cccc(C)c1NC(=O)CN1C(=O)NC(C)(CCC(C)C)C1=O (stereo not given)	-16%	-2%	-1%
CCOc1ccc2[nH]c(=O)c(CN(CCCO)S(=O)(=O)c3ccc(F)cc3)cc2c1	16µM*	u	6%
O=C(Cc1ccc([N+](=O)[O-])cc1)Nc1cccc(C(=O)N2CCCC2)c1	u	u	3%
Cc1cc(OCC(=O)NNC(=O)c2cnccn2)cc(C)c1Cl	5.8µM*	10µM*	4%
COc1ccc(NC(=O)c2ccc3ncsc3c2)cc1	-1%	-16%	x
O=C(NC1CCS(=O)(=O)C1)c1cccc(Br)c1 (stereo not given)	2%	1%	x
COc1ccc(NC(=O)CCSc2nc(C)cs2)cc1	u	-16%	2%
CCC(C(=O)Nc1ccccc1C(=O)N1CCCC1)N1C(=O)c2ccccc2C1=O (stereo not given)	-4%	-12%	4%
Cc1ccc2nc(Nc3nc(CSc4nnnn4-c4ccccc4)cc(=O)[nH]3)nc(C)c2c1	-98%	-91%	2%
CCCNC(=O)c1nc(C)n(-c2cc(Cl)ccc2Cl)n1	-24%	-6%	5%
COc1cccc(/C=C/C(=O)OCC(=O)NC2CCCCCCC2)c1	-5%	-1%	-4%
CCN(CC)C(=O)COc1ccc2oc(C)c(C(=O)OC(C)C)c2c1	16µM*	u	-2%
O=C(O)CC1(CC(=O)Nc2ccc(F)cc2F)CCCCC1	-18%	4%	3%
Cn1nc(C(F)(F)F)c(-c2cccc(C(F)(F)F)c2)c1NC(=O)c1nccnc1C(=O)O	u	1%	4%

The last 2 records of the part above come first, to join the parts:
SMILES	DT40 TDP1 no CPT	DT40 TDP1 CPT	TDP1 block
O=C(O)CC1(CC(=O)Nc2ccc(F)cc2F)CCCCC1	-18%	4%	3%
Cn1nc(C(F)(F)F)c(-c2cccc(C(F)(F)F)c2)c1NC(=O)c1nccnc1C(=O)O	u	1%	4%
Cc1cccc(NC(=O)C2c3ccccc3Oc3ccccc32)n1	u	15µM*	0%
CC(=O)c1nn(-c2cccc(Br)c2)cc1C(=O)c1cccc2ccccc12	u	u	2%
COc1cc(C(C)=O)ccc1OCC(=O)Nc1cc(Cl)ccc1-n1cncn1	-26%	0%	-1%
O=C(c1cc(F)cc(F)c1)N1CCC(c2nc(-c3ccc(S(=O)(=O)N4CCCC4)cc3)no2)CC1	u	u	-5%
COCCCNC(=S)NNC(=O)c1ccc(S(=O)(=O)N2CCC(C)CC2)cc1	-26%	18%	5%
C=CCOn1c(=O)c(-c2ccc(C)cc2)[n+]([O-])c2ccccc21	-3%	2%	x
COc1ccc(NC(=O)COc2nc(N(C)C)nc(N(C)C)n2)cc1	-26%	-9%	2%
COc1ccccc1NC(=O)C(C)OC(=O)CCCN=C1NS(=O)(=O)c2ccccc21 (stereo not given)	-13%	3%	x
O=C(NCCCN1CCN(c2cccc(Cl)c2)CC1)c1ccc2nc(Cc3ccccc3)oc2c1	15µM*	23µM*	9%
COCCSc1ccccc1C(=O)NCC1CCCO1 (stereo not given)	u	u	9%
O=C1CC[C@@H](CN(Cc2ccccc2)Cc2cn[nH]c2-c2cc3ccccc3o2)N1	16µM*	26µM*	8%
Cc1noc(C)c1-c1ccc(C(=O)NCc2ccncc2)c2occc12	8.2µM*	9.2µM*	x
Cc1ccccc1Nc1c(-c2cccc(Cl)c2)nc2ncccn12	u	u	-2%
Cc1c(C(=O)N/N=C/c2cccc(O)c2)nnn1-c1nonc1N	13%	-2%	0%
COc1ccc(CN(C)C(=O)c2cccc(S(=O)(=O)N3CCCc4ccccc43)c2)c(OC)c1OC	21µM*	18µM*	x
CN(C)C=NC(=O)/C(C#N)=C1\CCc2ccccc2N1	u	u	4%
Cc1ccc(C(=O)N(C)CC(=O)Nc2cccc(F)c2)cc1S(=O)(=O)N1CCCCC1	u	u	x
CN(c1ccccc1)S(=O)(=O)c1cccc(C(=O)NCC(=O)Nc2ccc(F)c(F)c2F)c1	16µM*	u	-10%
O=C(Nc1ccccc1F)C1CCN(C(=O)NC2CCCCC2)CC1	-24%	7%	12%

Looked up above:
Reading of COc1ccccc1NC(=O)C(C)OC(=O)CCCN=C1NS(=O)(=O)c2ccccc21 (stereo not given) in DT40 TDP1 CPT: 3%
Reading of O=C(/C=C/c1cccc([N+](=O)[O-])c1)NCCSCc1cccc(Cl)c1 in TDP1 block: 8%
Reading of CCOc1cc(OCC)nc(S(C)(=O)=O)n1 in TDP1 block: -1%
Reading of CCOC(=O)Nc1ccc2c(CN3C(=O)NC(CC)(CC)C3=O)cc(=O)oc2c1 in TDP1 block: -5%
